Bioassay records from PubChem.
Peg3 prom inh – reduces Peg3 promoter-driven luciferase expression in HeLa. inhibition, % at 20 µM. actives 1.7% (n = 360,000). HeLa PEG-Prom luciferase reporter, luminescence, overnight;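 active means inhibition of at least 50% at 20 µM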
iPSC survival up – increases survival of single human iPS cells; hiPSC single-cell survival, ATPlite luminescence; 100% = ROCK inhibitor wells, 0% = DMSO; survival enhancement, % at 20 µM; actives 0.044% (n = 360,000); AID 602274; in the data active means survival enhancement above about 18%;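 further: cells exposed to compounds for 16 hours before the ATP read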
CF NFkB inh – inhibitors of cystic fibrosis induced NF-kB; KKLEB NF-kB-GFP reporter, PAF-induced, GFP fluorescence overnight; inhibition, % at 5 µM; actives 0.86% (n = 360,000);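 active means at least 50% inhibition at 5 µM, scaled per plate between neutral and stimulator controls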;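 further: PAF is a Pseudomonas aeruginosa culture filtrate used as stimulus; plate controls were PAF-stimulated DMSO wells for no effect and unstimulated DMSO wells for full effect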
HIF-2a block – HIF-2a inhibition; AID 624352; inhibition, % at 18.8 µM; 786-0 RCC cells HIF-2a reporter, luciferase luminescence, overnight; actives 0.72% (n = 360,000);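 active means inhibition of the luminescence signal of 40% or more relative to plate controls, in a single-dose primary screen at 18.75 µM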
Shn3 inh set2 – Schnurri-3 reporter inhibition in Clone20 osteoblasts; actives 0.52% (n = 360,000); inhibition, % at 12.5 µM; Clone20 osteoblast Shn3 3'UTR firefly luciferase, 24 h;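 active means mean inhibition of at least 75% with every replicate also reaching 75%; inconclusive means mean inhibition at least 75% but some replicate below; inactive means mean inhibition below 75%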;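 further: 0% = median of neutral control wells and 100% = pilot-screen positive control compound; some compounds past the cut are filed as inactive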
NR2E3 ag-1 – activates human photoreceptor nuclear receptor NR2E3. Q9Y5X4. GST-NR2E3/biotin-RetCOR TR-FRET, 1536-well. inhibition of corepressor binding, % at 4.78 µM. actives 0.12% (n = 320,000). AID 2300;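 active means percent inhibition above the cutoff of mean plus 3 SD of all tested compounds, set per screening campaign, cut at about 20% in these data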;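 further: 0% = DMSO wells and 100% = biotin wells as full block of FRET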
Target sequence (Q9Y5X4 whole entry, looked up): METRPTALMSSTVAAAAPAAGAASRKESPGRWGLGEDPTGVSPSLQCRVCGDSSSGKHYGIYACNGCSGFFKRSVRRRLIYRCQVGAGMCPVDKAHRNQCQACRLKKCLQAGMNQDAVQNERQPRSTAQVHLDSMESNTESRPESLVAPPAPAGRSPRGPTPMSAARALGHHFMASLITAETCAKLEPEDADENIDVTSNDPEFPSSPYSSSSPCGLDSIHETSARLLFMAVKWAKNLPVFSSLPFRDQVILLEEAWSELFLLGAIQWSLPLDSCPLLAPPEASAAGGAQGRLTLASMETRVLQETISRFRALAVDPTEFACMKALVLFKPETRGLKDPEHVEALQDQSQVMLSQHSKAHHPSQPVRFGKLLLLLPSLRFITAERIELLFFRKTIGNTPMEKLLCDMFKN
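System: GST-tagged NR2E3 plus biotinylated RetCOR corepressor; Buffer or medium: pH 7.5 Tris-based buffer; Probe or stimulus: RetCOR corepressor, biotinylated, 7 nM; Doses: compound at 4.8 µM, single dose; Schedule: 5 h incubation at 4 °C; Technique: time-resolved FRET; Evaluation: percent inhibition of TR-FRET ratio; Replication: one well per compound, singlicate testing.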
KKLEB tox – CF airway cell cytotoxicity counter-screen | KKLEB CF airway cells viability, ATPlite luminescence, overnight; stronger effect = lower value; cells stimulated with P. aeruginosa culture filtrate | activity change (cytotoxicity), % at 5 µM | actives 0.36% (n = 360,000) | AID 602141;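 active means corrected activity change at or below -50% at 5 µM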
aDG glyco up – increases alpha dystroglycan glycosylation; Pro5-aDG cells, alpha-DG glycosylation AlphaScreen (IIH6); 0% Pro5, 100% B10-LARGE cell signal; activation, % at 10 µM; actives 0.22% (n = 360,000);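 active means activation of at least 8% versus controls, or a plate z-score of at least 8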;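 further: Pro5 are CHO cells carrying HIG-tagged alpha-DG that lacks glycosylation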
TWEAK Fn14 block – blocks TWEAK-Fn14 interaction in a reporter cell assay; inhibition, % at 10 µM; TWEAK-stimulated Fn14 reporter cells, luciferase luminescence, 8 h; AID 1159606; actives 2% (n = 360,000); in the data active means inhibition above about 50%
NR2E3 ag-2 – agonists of human NR2E3 nuclear receptor. CHO-S Gal4-NCOR/VP16-NR2E3 two-hybrid, luciferase. actives 0.35% (n = 360,000). inhibition of corepressor binding, % at 3.98 µM. AID 602229. Q9Y5X4;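 active means inhibition above the mean of all tested compounds plus 3 SD, cut at about 70% in these data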;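 further: 0% = DMSO with NR2E3 transfected cells and 100% = cells lacking NR2E3 construct; higher means lower luciferase signal from less NR2E3 corepressor binding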
TRPM1 prom inh – inhibitors of MITF-driven TRPM1 promoter in melanoma cells | actives 0.83% (n = 330,000) | SK-MEL-5 TRPM1 promoter luciferase, 24 h | inhibition, % at 12.5 µM;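 active means mean inhibition across replicates of 60% or more, whatever share of single replicates reaches that level; inconclusive means some that reach 60%, reason not given; inactive means mean inhibition across replicates below 60%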; further: values of inactives mirror those of a sister screen read the other way
Active calls of the source: *; ? = inconclusive; nt = not tested or not shown.

SMILES	Peg3 prom inh	iPSC survival up	CF NFkB inh	HIF-2a block	Shn3 inh set2	NR2E3 ag-1	KKLEB tox	aDG glyco up	TWEAK Fn14 block	NR2E3 ag-2	TRPM1 prom inh
CCc1ccc(C(=O)NNC(=O)[C@H](C)NC(=O)c2ccco2)cc1	-33	0.2	7	-11	0	nt	7	-0.1	5	-12	-7
COc1ccc(CCNS(=O)(=O)c2c(N)n(C)c(=O)n(C)c2=O)cc1OC	3	3.8	-7	10	10	0	3	-0.6	-1	0	5
Cc1ccc(NS(=O)(=O)c2cccc3nsnc23)cc1	0	0.2	16	21	-2	4	-5	-0.1	6	-11	11
Cc1cc(NC(=O)CSc2nnc(C)n2-c2ccccc2C)no1	5	1.2	-14	5	-4	-4	6	-0.2	-13	-11	2
COc1ccc(S(=O)(=O)N2CCN(CC(=O)c3ccc(O)c(O)c3)CC2)cc1	28	0.1	-8	13	8	3	-17	0.1	-6	5	5
COc1ccc(Cl)cc1NC(=O)CCNC(=O)Cn1ccc2ccccc2c1=O	5	-0.3	-11	9	18	0	19	-0.1	26	-15	0
CCOc1ccccc1-c1nc(CN(Cc2cnn(C)c2)C(C)C)c(C)o1	7	-0.3	2	19	3	4	9	1.3	-2	-3	2
CC(NC(=O)CCNC(=O)c1ccccc1Cl)c1ccc(-n2ccnc2)cc1 (centres undefined)	7	0.3	-11	11	-6	-1	2	0.0	-10	-12	9
COc1cc(C(=O)NNC(=O)CN2C(=O)NC3(CCCC3)C2=O)cc(OC)c1OC	-7	-0.5	-13	10	-8	1	0	0.0	-5	-14	1
CN(CCC#N)C(=O)c1ccc(CNS(=O)(=O)c2ccc(F)cc2)cc1	8	12	9	-2	-11	2	0	-0.2	-13	-27	-11
CC(C)(C)OC(=O)N1CCC(C(=O)NNC(=O)c2ccc(Cl)cc2Cl)CC1	15	0.5	-20	3	4	-2	1	0.1	-10	8	13
Cn1c(N)c(C(=O)COC(=O)CCc2ccccc2)c(=O)n(C)c1=O	10	-0.3	-6	20	-23	-3	-7	-0.1	12	-4	-6
COc1ccc(S(=O)(=O)NC(C)C(=O)NCc2ccco2)cc1OC (centres undefined)	-8	0.1	8	9	-7	5	-16	0.1	1	5	-2
Cc1cccc(C2=NOC(=O)/C2=C\c2ccccc2F)c1	-20	0.9	2	-84	-2	1	-4	0.0	10	-2	20
O=C(NCC1CCCO1)c1ccccc1OCc1ccc(F)cc1 (centres undefined)	-1	0.2	-5	6	8	-4	-19	0.4	1	4	-5
Cc1ccc(CSc2nccc(-c3c(C)nc4ccccn34)n2)cc1	32	-0.2	50*	14	79	1	-11	0.8	57*	4	nt
O=c1[nH]c(C2CCN(S(=O)(=O)c3ccccc3F)CC2)nc2c1nnn2Cc1ccc(OC(F)(F)F)cc1	8	0.8	-4	9	-6	0	8	-0.2	4	0	-8
COc1cc(NC(=O)c2cc([N+](=O)[O-])ccc2Br)ccc1NC(=O)c1ccco1	23	-0.6	-6	-10	-4	-2	-6	0.9	15	-11	-6
Cc1ccc(S(=O)(=O)Oc2cccc([N+](=O)[O-])c2)cc1	0	-2.8	-6	-72	4	nt	4	0.2	5	-32	-25
CCNc1cc(S(=O)(=O)C(F)(F)F)ccc1N	-27	-0.2	6	-21	-2	2	9	0.2	-6	-19	1
CCc1ccc(NC(=O)Cn2nnc(C(=O)NCCc3ccc(OC)c(OC)c3)c2N)cc1	-6	-0.2	0	16	12	2	5	0.2	6	-11	19
CCOc1cc(/C=C2/C(=O)ON=C2C)ccc1OCc1ccc(F)cc1	65*	-2.4	-13	-1	57	6	8	0.6	0	10	?
CC1(C)C=Cc2c(ccc3c2OC[C@@H](c2ccc(O)cc2O)C3)O1	-323	-2.2	-6	-284	-10	0	-1	-0.4	-45	-56	-51
COc1cc(C(=O)NCC(=O)OCC(=O)Nc2nnc(-c3ccccc3)o2)cc(OC)c1OC	15	-0.6	-19	10	3	-3	8	0.4	-5	-14	-4
O=C(CCC(=O)N1CCN(c2cccc(Cl)c2)CC1)c1cccs1	-14	0.1	-22	-56	7	-3	2	0.1	-9	31	1
O=C(c1ccc(NS(=O)(=O)c2ccc(F)cc2)cc1)N1CCC1	-1	0.0	27	-8	-5	-2	-13	-0.1	-10	25	3
CSCCCNC(=O)c1ccc(OC2CCN(C(=O)c3cccnc3)CC2)cc1	10	0.0	3	20	14	1	-6	0.1	2	-16	13
Cc1ccc(OCCCCN2CCC(C)CC2)c(Br)c1	9	-0.9	-9	13	15	-1	5	1.0	-1	-15	-5
CCC(C)NC(=O)c1ccc(CS(=O)(=O)c2ccc(OC)cc2)o1 (centres undefined)	4	2.0	-3	5	11	-1	-16	-0.2	-5	-17	nt
C/C(=N\NC(=O)c1nc2ccccn2c1C)c1cc2ccccc2o1	-17	-0.5	-15	-46	5	-2	-12	0.0	-18	-2	-8
CS(=O)(=O)N(CCc1ccccc1)CC(=O)NCC1CCCO1 (centres undefined)	9	0.5	7	8	-1	1	-23	-0.2	-12	-19	-1
O=C(CSc1ccc2nnc(-c3ccncc3)n2n1)NCc1ccco1	5	1.1	12	3	2	2	-10	-0.1	0	11	-3
Cc1ccc(NC(=O)COC(=O)C2CC(=O)N(Cc3ccccc3)C2)cc1S(=O)(=O)N(C)C (centres undefined)	-1	0.1	19	0	4	3	1	-0.3	1	-11	-3
O=C1C=CC(=O)N1Cc1ccccc1	104*	-3.5	76*	1	-7	-2	-21	-0.2	0	4	17
CC1(C(=O)NS(=O)(=O)Cc2ccccc2)CCN1C(=O)Cc1cc(F)ccc1F (centres undefined)	2	-0.8	-11	0	10	nt	-1	-0.1	4	-40	nt
Cc1ccc2c(C)c(C(=O)N3CCCCC3CO)oc2c1C (centres undefined)	-92	-0.3	18	-88	-28	2	-12	3.8	-23	-20	-6
COc1cc(CC(=O)OCC(=O)Nc2cc([N+](=O)[O-])ccc2F)cc(OC)c1OC	7	4.2	2	15	-1	1	-26	-0.1	-8	5	-3
CC(C)C(=O)NNS(=O)(=O)c1ccccc1[N+](=O)[O-]	7	-1.8	11	3	-8	-3	-4	-0.1	32	12	3
Cc1ccc(SCCC(=O)OC(C)C(=O)Nc2ccccc2)cc1 (centres undefined)	5	-0.4	-18	9	5	0	-8	2.5	-12	4	-2
Cn1ccnc1SCC(=O)NC1CCCC1	-12	1.0	-3	0	12	2	1	-0.1	21	-12	2
COc1cc(C)nc(Oc2ccc(/C=N/O)cc2)n1	-8	0.9	8	-10	15	2	2	-0.5	5	-5	5
O=C(NCc1cccnc1)c1nc(-c2ccccc2)n(-c2ccccc2)n1	6	0.6	15	0	-28	1	-11	2.8	-9	-37	9
O=C(O)c1ccc2c(c1)C(=O)N(c1ccc(Cl)cn1)C2=O	-9	1.9	10	-1	-12	-3	-11	-0.1	11	-14	-6
COC(=O)c1[nH]c2ccc(F)cc2c1NS(=O)(=O)c1ccc(F)c(C)c1	43	0.7	16	28	38	0	-5	0.0	9	-15	11
CCSC1(SCC)N=C(N)C2(C#N)C(c3ccc(OC)c(OC)c3OC)C12C#N (centres undefined)	30	-0.3	79*	35	-20	-2	-17	0.1	47	-19	36
COc1ccccc1CN(C)C(=O)CNC(=O)c1cccc(Cl)c1	4	-0.5	-5	9	-5	nt	7	0.2	23	15	-10
O=C(CN1C(=O)NC2(CCCC2)C1=O)NNC(=O)c1ccc(Cl)cc1	2	6.7	11	-12	13	-2	3	-0.1	-9	-22	nt
Cc1cc2ccccn2c1C(=O)Nc1ccc(Cl)cc1	-108	-1.8	24	-228	-80	-2	-18	0.0	-15	-98	-27
Cc1ccc(C(=O)O/N=C(\N)c2ccccc2)c(Cl)c1	34	-0.6	-6	12	32	-3	-32	0.1	96*	24	51
COCCCNC(=O)c1ccc2c3c(onc13)-c1ccccc1C2=O	-135	-0.7	10	-142	-44	-7	6	0.5	6	-116	83*
The results go on:
SMILES	Peg3 prom inh	iPSC survival up	CF NFkB inh	HIF-2a block	Shn3 inh set2	NR2E3 ag-1	KKLEB tox	aDG glyco up	TWEAK Fn14 block	NR2E3 ag-2	TRPM1 prom inh
O=C(NNC(=O)c1cccs1)c1ccc(Cl)nc1	-22	-0.3	8	-10	-23	-1	12	-0.4	-2	9	-2
Cc1ccc(S(=O)(=O)NCCN2CCOCC2)cc1	7	1.4	-10	4	-10	-1	-6	-0.1	2	-2	-4
O=C(c1cc2ccccc2c(=O)o1)N1CCc2ccccc2C1	-16	-3.7	-4	-12	-4	-1	2	-0.1	14	5	-8
O=C(NCC1CCCO1)c1ccc2c(c1)C(=O)N(c1cccc([N+](=O)[O-])c1)C2=O (centres undefined)	9	-0.1	0	12	12	7	-6	0.0	-6	11	0
CN(C)/C=N/C(=S)Nc1ccc(Br)cc1F	-234	-2.8	3	-196	-74	2	6	0.2	15	-59	-70
CCOc1ccccc1NC(=O)C1CCN(S(=O)(=O)c2ccc(OC)c(OC)c2)CC1	5	-1.8	10	6	11	2	-3	0.0	-18	-2	7
CCN(CC)C(=O)Cn1cc(S(=O)(=O)CC(=O)NCCc2ccccc2)c2ccccc21	-1	-0.6	10	6	-9	0	7	0.0	-7	-22	1
CCOc1ccccc1/C=N/NC(=O)c1cccc(S(=O)(=O)N(CC)CC)c1	0	1.4	11	9	10	0	-8	0.0	-9	-21	-1
COc1cc(/C=N/N=C(/C(=O)c2ccccc2)c2ccccc2)cc(OC)c1O	8	-2.5	-19	23	-5	2	2	-0.2	14	-34	5
Cc1cc(C(=O)COc2ccccc2C#N)c(C)n1C1CC1	-103	-0.5	6	-69	-34	7	20	0.3	1	-35	-32
CC(=O)Nc1ccc(S(=O)(=O)N(C)c2ccc(OCC(=O)NCCc3ccccc3F)cc2)cc1	-14	1.1	-2	-31	4	nt	4	-0.4	3	-1	1
O=C(CSc1nc2c(c(=O)n1-c1ccc(Cl)cc1)SCC2)N1CCOCC1	1	1.2	8	13	1	1	-3	0.2	-1	-11	nt
CCC(C)(C)NC(=O)c1cc(OC)c(OC)cc1[N+](=O)[O-]	2	-2.4	-4	7	-7	3	8	0.6	6	-13	5
Cc1nnc(NC(=O)CSc2ccc(-c3ccco3)nn2)s1	-4	0.0	4	6	7	4	6	-0.1	1	-13	9

Part of the list above in order of molar mass, low to high.
SMILES	Peg3 prom inh	iPSC survival up	CF NFkB inh	HIF-2a block	Shn3 inh set2	NR2E3 ag-1	KKLEB tox	aDG glyco up	TWEAK Fn14 block	NR2E3 ag-2	TRPM1 prom inh
Cc1cc(C(=O)COc2ccccc2C#N)c(C)n1C1CC1	-103	-0.5	6	-69	-34	7	20	0.3	1	-35	-32
Cc1nnc(NC(=O)CSc2ccc(-c3ccco3)nn2)s1	-4	0.0	4	6	7	4	6	-0.1	1	-13	9
COc1cc(/C=N/N=C(/C(=O)c2ccccc2)c2ccccc2)cc(OC)c1O	8	-2.5	-19	23	-5	2	2	-0.2	14	-34	5
